# Bioassay records: PubChem BioAssay, National Center for Advancing Translational Sciences (NCATS)
# LmPK inhibitor – blocks Leishmania mexicana pyruvate kinase activity | purified LmPK, Kinase-Glo ATP luminescence, 1 h | Potency, µM (top dose mostly 57.5 µM), for inactives: at the top dose activity change, negative = inhibition, most hits filed as inhibitors | 0.37% of 290,000 active | AID 1721; further: potency means the concentration at half of the fitted maximal effect; on the % scale 0 is the no-effect control and ±100 the full control effect
# Target sequence (Q27686 whole entry, looked up): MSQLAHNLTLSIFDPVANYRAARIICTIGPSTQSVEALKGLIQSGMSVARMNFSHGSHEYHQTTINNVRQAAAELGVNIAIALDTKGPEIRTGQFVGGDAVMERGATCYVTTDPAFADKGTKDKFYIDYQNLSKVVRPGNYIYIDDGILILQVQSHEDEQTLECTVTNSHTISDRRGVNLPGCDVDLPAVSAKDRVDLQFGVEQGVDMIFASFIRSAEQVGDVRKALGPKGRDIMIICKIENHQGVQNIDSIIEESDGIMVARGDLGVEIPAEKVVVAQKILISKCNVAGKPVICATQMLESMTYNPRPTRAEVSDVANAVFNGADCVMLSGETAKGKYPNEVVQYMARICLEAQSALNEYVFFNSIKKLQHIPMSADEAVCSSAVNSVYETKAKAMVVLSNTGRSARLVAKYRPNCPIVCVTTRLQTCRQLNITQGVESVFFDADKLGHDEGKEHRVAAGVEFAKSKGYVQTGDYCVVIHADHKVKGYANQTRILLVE
#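 qHTS format; LmPK 0.1 nM; substrates PEP 0.5 mM and ADP 0.1 mM. One-hour room-temperature incubation, then coupled luciferase luminescence; 0.5 nM enzyme wells mark activation.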
# Pf growth 48h – inhibits P. falciparum growth in the first generation, 48 h. P. falciparum luciferase growth in erythrocytes, 48 h. Potency, µM (doses to about 28.7 µM), for inactives: top-dose activity change, negative = inhibition, actives largely listed as inhibitors. 5.9% of 310,000 active; further: potency means the concentration at half of the fitted maximal effect; on the % scale 0 is the no-effect control and ±100 the full control effect
#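 Growth was read as firefly luciferase luminescence after a 48 h, 37 C, 5% CO2 exposure of compounds to reporter-bearing P. falciparum cultures (0.1% parasitemia, 2% hematocrit final) in Albumax-supplemented RPMI 1640.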
# AMA1 RON2 block – AMA1-RON2 (P. falciparum) interaction inhibition; AlphaScreen AMA1-biotinylated RON2 peptide binding; Potency, µM (highest dose often 58.2 µM), without a hit: at the top dose activity change, negative = inhibition, usual class: inhibitors; 0.2% of 360,000 active;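 further: potency means the concentration at half of the fitted maximal effect; 0% = vehicle wells and -100% = peptide control; nearly all actives have a fitted effect of over 45% in size; some results filed as inactive show a strong effect at the top dose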
#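 AMA1 (3D7) with his tag at 25 nM final met compounds first, then biotinylated RON2 peptide at 25 nM; detection used donor plus acceptor beads, 10 µg/mL apiece, read by AlphaScreen after 30 min at room temperature.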
# Cycloheximide cs – counter-screen for Shiga toxin inhibitors: cycloheximide protein synthesis inhibition; cell reporter, cycloheximide protein synthesis inhibition counterscreen; max response, %; 12% of 300,000 active; in the data active means max response mostly above about 13%, no sharp cut-off; inactive means mostly below about 14%; further: read at 38.3 µM for the half of the compounds with a filed dose; 0% is about no effect
# Shiga inhibitor – Shiga toxin inhibition | Vero cells, Shiga toxin protein synthesis inhibition reporter | inhibition, % at 38.7 µM | 9.2% of 290,000 active | AID 2315; in the data active means inhibition mostly above about 28%, no sharp cut-off; inactive means mostly below about 43%; further: 0% is about no effect
# Tb PYK inh – blocks Trypanosoma brucei pyruvate kinase | Potency, µM (highest dose often 76.8 µM), for the others: at the top dose activity, negative = inhibition, actives largely listed as inhibitors | 0.12% of 410,000 active | TbPYK enzyme, Kinase-Glo Plus ATP luminescence, 45 min; further: potency means the concentration at half of the fitted maximal effect; on the % scale 0 is the no-effect control and ±100 the full control effect; nearly all actives have a fitted effect of over 50% in size
#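 ADP (130 uM final) triggers the TbPYK reaction after compound addition; incubation is 45 min at room temperature. Kinase-Glo Plus is then added and luminescence imaged. Normalized data are fitted to concentration-effect curves.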
# Pf growth 96h – P. falciparum growth inhibition at 96 hours | P. falciparum luciferase reporter growth, 96 h | Potency, µM (top dose mostly 28.7 µM), without a hit: top-dose activity change, negative = inhibition, hits mostly inhibitors | 6.9% of 320,000 active | AID 504834; further: potency means the concentration at half of the fitted maximal effect; on the % scale 0 is the no-effect control and ±100 the full control effect
#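 Two parasite generations (96 h, 37 C, 5% CO2) of compound exposure in infected erythrocytes (0.05% parasitemia, 2% hematocrit). Luciferase-reporter P. falciparum; decreased luminescence indicates inhibited growth, aimed at apicoplast-acting delayed death.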
# * marks the source's active call; other numbers are inactive results; ? = inconclusive; . = no result given; [ ] = another dose, or the depositor's remark. Unless noted, the call rests on the fitted dose curve; in most records, active means well fitted curve in the direction sought with a large enough effect; inconclusive means small, poorly fitted or top-dose-only effect, or another doubt; inactive means no such curve, though single readings can be large; an effect the other way counts as inactive or inconclusive.
# Values run as follows: LmPK inhibitor	Pf growth 48h	AMA1 RON2 block	Cycloheximide cs	Shiga inhibitor	Tb PYK inh	Pf growth 96h
O=C(NCc1ccccc1C(F)(F)F)C1CCC(=O)N(C2CCCCCC2)C1 (centres undefined)
→ 0%	-2%	-1%	2	29	-2%	-26%
CC(=O)N1CCN(C(=O)Cn2c(=O)oc3ccccc32)CC1
→ 0%	18%	0%	-1	6	-3%	-6%
CC(=O)Nc1ccc(S(=O)(=O)N2CCC(C(=O)O)(c3ccccc3)CC2)cc1
→ 0%	15%	-3%	1	.	2%	?
CC(CCc1ccccc1)NC(=O)CSc1ccccn1 (centres undefined)
→ -1%	4%	-1%	-1	14	-12%	?
COc1ccccc1NNC(=O)c1cc(C(C)(C)C)nn1Cc1ccccc1
→ 6%	?	-4%	30*	61*	-2%	?
COc1cc(NC(=O)COC(=O)c2ccc3ccccc3n2)cc(OC)c1
→ .	35%[activator]	0%	.	.	-4%	16%
O=C(CCc1nnc(CCC2CCCCC2)o1)NCc1ccon1
→ -1%	8%	12%	-2	13	8%	?
O=C(NCCc1ccccc1)C1CCCN1C(=O)Nc1ccccc1 (centres undefined)
→ -6%	-12%	11%	-3	7	1%	?
O=[N+]([O-])c1cc([N+](=O)[O-])c(Oc2cc(Cl)ccc2Cl)cc1NC1CCCCCCC1
→ -4%	?	2%	-4	-3	0%	?
CN(C(=O)c1cc2sccc2n1C)C1CCCCC1
→ 1%	79%[activator]	-1%	42*	99*	12%	2.6µM*
Cc1cc(O)ccc1Nc1nc(-c2sc(N)nc2C)cs1
→ -1%	-12%	8%	-2	7	-10%	9%
O=C(Cn1cnc(S(=O)(=O)N2CCOCC2)c1)Nc1ccc(OC(F)(F)F)cc1
→ -2%	8%	14%	-12	-4	0%	?
COc1cc(NC(=O)C(=O)N2CCN(C)CC2)c(OC)cc1Cl
→ 1%	52%[activator]	-5%	1	-5	-3%	100%[activator]
COC(=O)c1c(NC(=O)CN2CCCc3ccccc32)sc(C)c1C
→ -2%	?	-27%	-2	22	-6%	?
CC1CCN(S(=O)(=O)c2cc([N+](=O)[O-])ccc2Cl)CC1
→ -2%	-14%	-30%	4	5	-2%	-5%
c1ccc(CNc2nc(NCc3ccco3)nc(N3CCOCC3)n2)cc1
→ 0%	?	-12%	-3	16	2%	-10%
COc1ccccc1CNC(=O)C(=O)NCC1OCCN1C(=O)c1ccc(Cl)cc1 (centres undefined)
→ 2%	-27%	-22%	-4	1	-2%	4%
CCN(CC)CCCn1c2c(c(SCC(=O)N3CCCc4ccccc43)nc1=O)CCC2
→ .	-4%	-11%	.	.	-11%	?
Cc1ccn2c(-c3n[nH]c(=S)n3C)c(C)nc2c1
→ 3%	7%	31%[activator]	3	22	?	3%
Cn1c(=O)c2c(nc(SCC(=O)c3ccccc3F)n2C)n(C)c1=O
→ -1%	52%[activator]	.	2	-14	.	1.9µM*
c1ccc(-c2ccnc3nc(-n4cccc4)nn23)cc1
→ 1%	0%	0%	9	-9	-4%	-30%
Cc1nnc(SCC(=O)Nc2nc3ccccc3s2)n(N)c1=O
→ -1%	-7%	13%	-2	-3	4%	50%[activator]
CN(CC(=O)O)S(=O)(=O)c1cc(Cl)ccc1Cl
→ 2%	21%	7%	7	9	-1%	-5%
CCc1c(O)cc(=O)n(-c2ccccc2)c1-c1ccccc1
→ -3%	-5%	-14%	-2	2	0%	38%[activator]
COc1ccc(-c2nnc(SCC(=O)N3CCOCC3)o2)cc1
→ -2%	141%[activator]	2%	17	122*	-2%	.
Cc1nn(-c2ccccc2)c2sc(C(=O)n3cccn3)cc12
→ -2%	40%[activator]	-8%	-1	20	-18%	?
CC(Oc1ccc(Br)cc1)C(=O)Nc1nc(-c2ccccn2)cs1 (centres undefined)
→ -11%	7.4µM*	29%	-3	6	-17%	3.7µM*
COC(=O)c1cc(CNC(=O)c2ccccc2Cl)ccc1OC
→ 0%	78%[activator]	-14%	-3	-4	-5%	54%[activator]
Clc1ccc(CSc2nnc(-c3ccc4c(c3)OCO4)o2)cc1
→ -1%	.	13%	1	-8	0%	4%
CC(=O)Nc1ccc(C)c([N+](=O)[O-])c1
→ 1%	11%	-5%	-3	45	4%	51%[activator]
Cc1c2cnn(CC(=O)NCCCN3CCCCC3)c(=O)c2c(C)n1Cc1ccccc1
→ -3%	4%	-5%	2	-4	1%	-29%
O=Cc1c(-c2ccccc2)cc2oc3ccccc3cc1-2
→ -9%	.	-13%	40*	72*	0%	172%[activator]
CCOC(=O)c1ccc(NC(=O)c2ccccc2)cc1
→ -3%	17%	-1%	49*	81*	12%	.
Cc1ccc(SC(C)C(=O)Nc2ccc(S(=O)(=O)N3CCOCC3)cc2)cc1 (centres undefined)
→ -1%	?	-1%	6	4	-2%	85%[activator]
CCOc1ccc(C(C(=O)NC2CCCC2)N(C(=O)c2snc(C(N)=O)c2N)c2cccc(O)c2)cc1 (centres undefined)
→ 3%	?	6%	8	28	2%	7%
O=C(/C=C/Nc1ccc(OC(F)(F)F)cc1)C(F)(F)F
→ -1%	38%[activator]	5%	-3	-12	-4%	154%[activator]
CCOC(=O)c1oc2ccc(S(=O)(=O)n3nc(-c4ccc(OC)cc4)cc3N)cc2c1C
→ 6%	?	-1%	-1	-5	6%	8%
CC(C)=CC(=O)OCC(=O)Nc1cc([N+](=O)[O-])ccc1F
→ -1%	25%	-4%	-7	-9	-24%	16%
O=C(COC(=O)c1cc(NS(=O)(=O)c2cccs2)ccc1O)Nc1ccc(F)c(F)c1F
→ 2%	-16%	18%	-1	-6	4%	7%
CC(C)NC(=O)CN1CCN(C(=O)c2ccc3oc(CCCc4ccccc4)nc3c2)CC1
→ 2%	-29%	-2%	20*	28	1%	21%
Cc1c(C(=O)N/N=C/c2cccnc2)sc(=S)n1C
→ -2%	-3%	27%	-4	-2	-3%	2%
Clc1ccc(SCc2cn3ccsc3n2)cc1
→ -1%	-20%	9%	51*	70	-1%	10µM*
CCCN(CC(=O)Nc1ccc(C(N)=O)cc1)CC(=O)Nc1ccccc1C
→ -9%	28%	38%[activator]	1	-8	-3%	3%
CCS(=O)(=O)N1CCC(C(=O)NCc2ccc(OC)cc2OC)CC1
→ -1%	0%	-3%	-2	0	-5%	-3%
Cn1c(C(C#N)C(=O)c2ccco2)nc2ccccc21 (centres undefined)
→ -4%	57%[activator]	28%	34*	71*	-3%	27%
CCN(CC)C(=O)CP(=O)(c1ccccc1)c1ccccc1
→ 0%	6%	16%	-1	-6	-9%	6%
CC(Cc1ccccc1)NC(=O)c1cc([N+](=O)[O-])ccc1Cl (centres undefined)
→ 3%	?	1%	5	10	1%	?
O=C(NCc1cccc(F)c1)c1noc2c1CCCC2
→ -3%	35%[activator]	-6%	39*	54*	0%	?
COc1ccc(S(N)(=O)=O)cc1-c1nnc2c3ccccc3c(C)nn12
→ 2%	-2%	3%	-2	-2	-4%	-14%
FC(F)(F)c1cc(-c2ccco2)nc(NCc2cccnc2)n1
→ 8%	12µM*	-4%	1	-18	-3%	?
Cc1nccc(-c2ccc3c(c2)OCO3)n1
→ -2%	?	3%	13	14	-4%	45%[activator]
O=C(CSc1nnc2ccccn12)NC(=O)Cc1ccccc1
→ -2%	23%	0%	6	-3	3%	21%
Clc1ccc(Sc2cc(N3CCOCC3)nc(-c3ccccc3)n2)cc1
→ 1%	?	-8%	20	18	-2%	?
CC(C)n1c(SCC(N)=O)nc2c1c(=O)[nH]c(=O)n2C
→ 8%	.	5%	-2	15	-4%	43%[activator]
CCOC(=O)c1c(NC(=O)CSc2nnc(CNc3ccc(C)cc3C)o2)sc(C)c1C
→ 0%	-9%	10%	-1	13	-10%	8.3µM*
Cn1ccnc1SCc1cccc([N+](=O)[O-])c1
→ 1%	-14%	-6%	-3	17	3%	-4%
COC(=O)c1ccc2c(=O)n(CC3CCCO3)c(SCC(=O)Nc3ccccc3OC)nc2c1 (centres undefined)
→ 3%	?	7%	1	13	-10%	56%[activator]
CC(CC(=O)Nc1ccc(C(N)=O)cc1)c1ccccc1 (centres undefined)
→ -2%	-3%	-5%	-1	-7	-3%	12%
Nc1ccc2nc3n(c(=O)c2c1)CCC3
→ 4%	.	20%	1	-8	-4%	-34%
CS(=O)(=O)N(CCc1ccccc1)CC(=O)Nc1ccc(OCc2ccccc2)cc1
→ -1%	63%[activator]	-13%	15	12	-12%	153%[activator]

# Structures listed so far that contain a furan ring, fused or not, in the order listed:
# Values run as follows: LmPK inhibitor	Pf growth 48h	AMA1 RON2 block	Cycloheximide cs	Shiga inhibitor	Tb PYK inh	Pf growth 96h
c1ccc(CNc2nc(NCc3ccco3)nc(N3CCOCC3)n2)cc1
→ 0%	?	-12%	-3	16	2%	-10%
CCOC(=O)c1oc2ccc(S(=O)(=O)n3nc(-c4ccc(OC)cc4)cc3N)cc2c1C
→ 6%	?	-1%	-1	-5	6%	8%
Cn1c(C(C#N)C(=O)c2ccco2)nc2ccccc21 (centres undefined)
→ -4%	57%[activator]	28%	34*	71*	-3%	27%
FC(F)(F)c1cc(-c2ccco2)nc(NCc2cccnc2)n1
→ 8%	12µM*	-4%	1	-18	-3%	?

# Further entries:
# Values run as follows: LmPK inhibitor	Pf growth 48h	AMA1 RON2 block	Cycloheximide cs	Shiga inhibitor	Tb PYK inh	Pf growth 96h
C#CCOCCOCCOCCNc1nc(N2CCOCC2)nc(N2CCN(C(=O)[C@H](Cc3ccc(O)cc3)n3cc([C@@H](N)CC(C)C)nn3)CC2)n1
→ -1%	5.2µM*	-4%	-2	-17	4%	12µM*
CCOc1ccc(CNC(=O)C2Cc3cc(S(=O)(=O)N4CCCCC4)ccc3N2C(C)=O)cc1 (centres undefined)
→ -7%	-20%	7%	-1	-7	0%	10µM*
Cc1cc(C(=O)CSc2nnc(C3COc4ccccc4O3)n2C)c(C)n1-c1ccc(F)cc1 (centres undefined)
→ -1%	-17%	-19%	3	8	-20%	?
COc1ccc(C2(C)NC(=O)N(CC(=O)NC3(C#N)CCCCC3)C2=O)cc1 (centres undefined)
→ -10%	0%	3%	-1	-30	-2%	26%
C#CCNc1nc(C(C)C)nc2c1nnn2Cc1ccccc1F
→ 8%	?	1%	-1	-11	7%	.
Cc1ccc(Cl)cc1NC(=S)N/N=C/c1cccc2ccccc12
→ 5%	2.1µM*	27%	2	12	2%	?
COc1ccc(CN(CCC#N)C(=S)NC(=O)c2ccccc2)cc1
→ 20µM*	0%	10%	14	75	?	-14%
O=C(NCCC1=CCCCC1)C1CCN(C(=O)c2ccc(Cl)cc2)CC1
→ 1%	-9%	22%	31*	67*	0%	-3%
Cc1ccc(C2=NC(C)(C)N3C2C3c2ccc([N+](=O)[O-])cc2)cc1 (centres undefined)
→ 2%	?	-1%	-2	-5	-11%	?
COC(CNS(=O)(=O)c1cc2c3c(c1)CCN3C(=O)CC2)OC
→ -3%	13%	-1%	2	-10	-6%	27%
